Screening results (PubChem BioAssay)
PAD4 inhibitors – human PAD4 inhibitors, primary screen, biochemical, fluorescence polarization (AID 463073) | Protein-arginine deiminase type-4 (Homo sapiens) | recombinant PAD4, RFA probe fluorescence polarization; active compounds read high | inhibition, % at 5 µM | 0.5% of 2,000 active;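 active means inhibition above 30%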;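 further: 0% = PAD4 with DMSO and 100% = wells lacking PAD4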
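System: recombinant PAD4. Amount: PAD4 at 2 µM in dispensed buffer, before additions. Doses: single 5 µM final compound concentration. Timing: 30 min 25 °C preincubation, 5 h 37 °C labeling. Benchmarks: wells lacking PAD4 as full-inhibition control. Repeats: single well per compound. Measured by: FP, ex 525 nm, em 598 nm.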
* marks the source's active call; other numbers are inactive results. These rows are one share of the data; count on the stated rates, not on these rows.

entry	PAD4 inhibitors	Compound
1	-1.0	OCCOCCN1CCN(C(c2ccccc2)c2ccc(Cl)cc2)CC1 (configuration not stated)
2	0.7	C#C[C@]1(O)CC[C@H]2[C@@H]3CCC4=CC(=O)CC[C@@H]4[C@H]3CC[C@@]21CC
3	0.8	CCOC(=O)Nc1ccc2c(c1)N(C(=O)CCN1CCOCC1)c1ccccc1S2
4	1.1	COc1cc(C)nc(-n2nc(C)cc2OC)n1
5	0.9	COc1cc(C(=O)NCCCCCC(=O)O)cc(OC)c1OC
6	2.5	CCCCOC(=O)c1ccc(N)cc1
7	3.7	Cc1oncc1C(=O)Nc1ccc(C(F)(F)F)cc1
8	0.1	CCCN(CCC)C(=O)C(CCC(=O)O)NC(=O)c1ccccc1 (configuration not stated)
9	-2.5	OCC(O)CN1CCN(c2ccccc2)CC1 (configuration not stated)

Another view of four compounds above:
[8] CCCN(CCC)C(=O)C(CCC(=O)O)NC(=O)c1ccccc1 (configuration not stated)
  PAD4 inhibitors = 0.1

[2] C#C[C@]1(O)CC[C@H]2[C@@H]3CCC4=CC(=O)CC[C@@H]4[C@H]3CC[C@@]21CC
  PAD4 inhibitors = 0.7

[5] COc1cc(C(=O)NCCCCCC(=O)O)cc(OC)c1OC
  PAD4 inhibitors = 0.9

[3] CCOC(=O)Nc1ccc2c(c1)N(C(=O)CCN1CCOCC1)c1ccccc1S2
  PAD4 inhibitors = 0.8
